ARFGAP1 inhibitor: inhibits rat ARF GTPase activating protein 1. actives 0.26% (n = 360,000). inhibition, % at 16.5 µM. AID 651572. Q62848. Arfgap1-stimulated ARF1 GTP hydrolysis, GDP FP detection;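 active = inhibition above a per-plate limit, mean inhibition of low control wells plus 3 SD, cut at about 25% in these data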;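 also: 0% = DMSO wells with enzyme and 100% = wells lacking Arfgap1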
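Replicates: Single well per compound | Assay system: Truncated rat Arfgap1 GAP domain | Control set: No-Arfgap1 wells (100%) versus DMSO full-reaction wells (0%) | Times: Enzyme reaction 120 min at 25 °C after 20 min preincubation | Reagent: Human ARF1(Δ1-17)-GTP substrate | Measured by: Tracer-displacement fluorescence polarization with EDTA stop, 620/688 nm | Measure: Percent inhibition of Arfgap1-stimulated GTP hydrolysis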
Rev-erbA mod: Rev-erb alpha (human) modulation. P20393. Rev-erbα–FITC-DNA binding, fluorescence polarization, 90 min. activity, % at 10 µM. actives 0.79% (n = 370,000). AID 1259318;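 active = activity above about 14%, limit read from the data; passing the limit was not always enough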;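 also: 0% = DMSO wells with 35 nM protein and 100% = DMSO wells with 750 nM protein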
rCAG RNA binder: r(CAG) repeat RNA binding; AID 651821; TO-PRO-1 dye displacement fluorescence; inhibition, % at 3 µM; actives 1.3% (n = 370,000);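 active = inhibition above the plate cutoff, the mean of all test compounds on that plate plus 3 SD, cut at about 35% in these data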;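 also: 0% = DMSO alone and 100% = 100 µM mitoxantrone as full dye displacement; higher means more dye released from RNA so lower well fluorescence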
GC-B act: GC-B (human) receptor activation; P20594; HEK293-GC-B cells, CNP EC30, cGMP TR-FRET; 0% at EC30 CNP, 100% saturating CNP; activation, % at 10 µM; actives 0.11% (n = 370,000);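 active = activation at 10 µM reaching about 35% in either raw or pattern-adjusted values, limit read from the data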
SMARCA2 act: SMARCA2 function activation, primary screen; MG213 cells, MMTV-luciferase reporter, dexamethasone, overnight; activation, % at 9.1 µM; actives 1% (n = 370,000); AID 652017; in the data active = activation above about 7.8%;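 also: 0% = vehicle wells and 100% = reference activator wells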
GC-A act: GC-A (human) enzyme activation; P16066; HEK293 GC-A cells, cGMP TR-FRET, EC30 ANP; 0% at EC30 ANP, 100% saturating ANP; activation, % at 10 µM; actives 0.14% (n = 370,000); in the data active = activation above about 40%
Target sequence (P16066 whole entry, looked up): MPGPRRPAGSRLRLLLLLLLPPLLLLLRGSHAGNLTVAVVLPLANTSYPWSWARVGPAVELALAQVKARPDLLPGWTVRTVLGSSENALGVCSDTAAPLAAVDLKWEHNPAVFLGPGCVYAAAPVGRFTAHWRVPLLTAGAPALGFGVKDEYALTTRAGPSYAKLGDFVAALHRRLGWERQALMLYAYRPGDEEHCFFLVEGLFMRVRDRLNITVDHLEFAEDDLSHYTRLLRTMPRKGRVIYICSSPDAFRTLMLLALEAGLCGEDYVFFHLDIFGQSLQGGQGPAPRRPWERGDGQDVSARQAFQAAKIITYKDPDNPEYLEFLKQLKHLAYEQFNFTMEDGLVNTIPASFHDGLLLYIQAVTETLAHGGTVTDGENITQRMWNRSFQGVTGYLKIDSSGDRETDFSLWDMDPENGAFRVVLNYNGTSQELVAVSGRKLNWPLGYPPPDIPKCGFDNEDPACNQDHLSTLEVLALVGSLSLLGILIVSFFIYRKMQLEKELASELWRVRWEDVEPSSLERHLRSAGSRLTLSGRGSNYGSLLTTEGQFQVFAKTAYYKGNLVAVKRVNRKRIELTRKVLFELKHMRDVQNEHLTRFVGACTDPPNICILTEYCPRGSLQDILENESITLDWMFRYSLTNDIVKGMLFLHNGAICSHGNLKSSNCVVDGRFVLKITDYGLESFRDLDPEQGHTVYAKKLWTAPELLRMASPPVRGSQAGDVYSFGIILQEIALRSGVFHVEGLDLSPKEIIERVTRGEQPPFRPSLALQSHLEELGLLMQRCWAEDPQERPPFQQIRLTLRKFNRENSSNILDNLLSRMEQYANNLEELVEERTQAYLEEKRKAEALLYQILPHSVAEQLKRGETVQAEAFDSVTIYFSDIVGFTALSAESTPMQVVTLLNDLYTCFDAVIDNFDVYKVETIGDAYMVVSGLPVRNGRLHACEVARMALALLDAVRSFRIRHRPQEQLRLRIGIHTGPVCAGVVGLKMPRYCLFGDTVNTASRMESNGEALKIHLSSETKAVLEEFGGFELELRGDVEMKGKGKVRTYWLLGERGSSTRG
HTRA1 inhibitor: inhibitors of human serine peptidase HTRA1; AID 504803; actives 0.5% (n = 340,000); Q92743; recombinant HTRA1, FP-rhodamine activity-based probe, fluorescence polarization; inhibition, % at 5.96 µM; in the data active = inhibition above about 36%;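 also: 0% = enzyme with DMSO and 100% = wells lacking enzyme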
mABHD4 FP: inhibits mouse alpha/beta hydrolase domain 4; purified mABHD4, FP-Rh probe fluorescence polarization; inhibition, % at 8.92 µM; Q8VD66; actives 0.54% (n = 370,000);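 active = inhibition exceeding the mean over every tested compound plus 3 SD, cut at about 30% in these data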;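 also: 0% = plate median of compound wells and 100% = S159A mutant with DMSO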
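assay system = mABHD4 protein | compound dosing = single nominal dose of 8.92 µM, 0.89% DMSO final | read-out basis = percent inhibition of probe binding, normalized to plate controls | schedule = Enzyme–compound pre-incubation 45 min, then probe 60 min, both 25 °C | detection = fluorescence polarization, excitation 525 nm, emission 598 nm, BODIPY TMR filters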
PG9 Ab binder: binds the HIV-1 gp120 antibody PG9; TR-FRET gp120-PG9 antibody binding; inhibition, % at 6.7 µM; actives 0.43% (n = 360,000); AID 624416; in the data active = inhibition above about 8.5%
ASAP1 inh: ASAP1 ArfGAP inhibition; AID 624377; actives 0.19% (n = 360,000); ASAP1-stimulated ARF1 GTP hydrolysis, GDP FP detection; Q9ULH1; inhibition, % at 16.5 µM; in the data active = inhibition above about 25%;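 also: 0% = vehicle with enzyme and substrate and 100% = no enzyme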
* marks the source's active call; other numbers are inactive results; · = not tested or not shown.

Start of the data: the first 3 records, to show the layout:
Results follow in this order: rCAG RNA binder	GC-A act	ARFGAP1 inhibitor	HTRA1 inhibitor	ASAP1 inh	PG9 Ab binder	mABHD4 FP	Rev-erbA mod	GC-B act	SMARCA2 act
- COc1ccc2c(c1)c(C(=O)O)c(C)n2-c1ccc(Cl)cc1
    8	-6	7	-1	9	1.8	4	2	-1	1
- C[C@H](CO)N1C[C@H](C)[C@@H](CN(C)C(=O)Nc2ccccc2)Oc2c(NC(=O)C3CCCCC3)cccc2C1=O
    1	-1	-5	-2	6	0.2	1	-2	10	0
- Cn1ncnc1SCc1cn2cccnc2n1
    1	0	3	10	-4	0.3	-1	2	5	-2

This part in full, from the first entry:
Results follow in this order: rCAG RNA binder	GC-A act	ARFGAP1 inhibitor	HTRA1 inhibitor	ASAP1 inh	PG9 Ab binder	mABHD4 FP	Rev-erbA mod	GC-B act	SMARCA2 act
- COc1ccc2c(c1)c(C(=O)O)c(C)n2-c1ccc(Cl)cc1
    8	-6	7	-1	9	1.8	4	2	-1	1
- C[C@H](CO)N1C[C@H](C)[C@@H](CN(C)C(=O)Nc2ccccc2)Oc2c(NC(=O)C3CCCCC3)cccc2C1=O
    1	-1	-5	-2	6	0.2	1	-2	10	0
- Cn1ncnc1SCc1cn2cccnc2n1
    1	0	3	10	-4	0.3	-1	2	5	-2
- CC(=O)N1CCN(c2ccccc2NC(=O)Cc2ccc(Cl)cc2)CC1
    -3	-6	8	4	-7	-0.7	-2	5	0	-3
- Cc1cccc(NC(=S)N/N=C(\c2ccccc2)C(C)C)c1
    2	0	17	0	11	0.5	0	-1	1	0
- COc1cc(OC)cc(C(=O)N2CCN(C(=O)Cc3ccccc3)CC2)c1
    -1	-1	-1	3	-1	1.1	6	-3	-5	-4
- COC(=O)CSCc1nc2ccccc2[nH]c1=O
    3	-3	4	-1	13	0.1	1	1	9	-2
- COc1ccc(-n2c(C)nc(=O)c(-c3ccccc3)c2C)cc1
    4	2	-11	-7	1	-1.5	0	-3	6	-1
- COc1ccc(CCN(C)C(=S)Nc2ccc(SC(F)F)cc2)cc1OC
    -5	-5	-3	-6	4	0.1	-6	3	1	-3
- COCCN(CC(=O)NCC1CCCO1)C(=O)CCC(=O)Nc1cc(C)ccn1 (configuration not stated)
    2	-3	3	1	-7	-2.0	-1	1	2	-3
- c1ccc(-c2n[nH]c(-c3ccccn3)n2)cc1
    2	1	3	4	-12	-1.5	-1	-6	3	6
- COCCNC(=O)c1sc2nc(-c3ccccc3)cn2c1C
    -3	11	-2	-2	2	0.8	-1	-4	2	5
- Cc1noc(C)c1S(=O)(=O)N(C)C[C@@H]1OCc2cn(nn2)CCCC(=O)N([C@H](C)CO)C[C@H]1C
    2	4	-1	·	-2	-0.1	-4	-2	-3	-4
- Cc1cc(C)nc(N2CCC(C(=O)Nc3nnc(C)s3)CC2)n1
    -3	2	8	-1	2	-1.6	-1	-4	-3	-3
- COc1ccc(C)cc1NC(=O)CCNC(=O)Cn1cnc2ccccc2c1=O
    1	-1	0	4	2	-0.6	-12	4	5	-3
- CCCCNc1nc2ccccc2n1CC(=O)Nc1ccc2c(c1)OCCO2
    -3	0	-10	·	-3	-0.1	2	0	2	0
- Cc1noc(NS(=O)(=O)c2ccc(NC(=O)c3cc(S(=O)(=O)N(C)c4ccccc4)ccc3Cl)cc2)c1C
    77*	1	3	-8	-2	-1.5	2	6	4	1
- CCC(O)C1CCN(C(=O)c2cc(COc3ccc(F)cc3F)on2)CC1 (configuration not stated)
    -7	6	-8	6	-6	2.0	3	1	2	-1
- Cn1ccnc1Sc1nc2ccccc2nc1NS(=O)(=O)c1ccccc1
    22	6	-5	4	-1	6.8	-2	-2	-3	0
- CCCCc1ccc(NC(=S)N2CCN(C)CC2)cc1
    -8	3	-9	-7	12	-0.4	7	1	-2	0
- COc1ccc([N+](=O)[O-])cc1NC(=O)C(C)c1ccccc1 (configuration not stated)
    2	-3	-7	-8	12	0.1	-1	-4	0	1
- Cn1c(=NC(=O)C2CC2)sc2cc(F)cc(F)c21
    0	1	1	-4	-5	-1.3	0	-2	-1	-3
- CCN(CC)S(=O)(=O)c1ccc(C(=O)C(C#N)c2ccccn2)cc1 (configuration not stated)
    -6	-1	1	-4	2	-0.4	4	6	-1	-3
- CCOC(=O)C1CCCN(C(=O)c2ccccc2SCCOC)C1 (configuration not stated)
    -6	3	3	1	-8	0.2	-1	4	6	-1
- COc1ccc(CC(=O)NCC2CCCN(Cc3cc(OC)cc(OC)c3)C2)cc1 (configuration not stated)
    -1	-2	10	-4	-13	-0.7	-7	6	-7	-5
- Cc1ccnc(NC(=O)CSc2cc(=O)n(C)c3ccccc23)c1
    -2	-1	8	-2	-16	-1.3	5	0	4	-2
- CCOC(=O)C1=CCC2C(=O)N(Cc3ccccc3)C(=O)C12 (configuration not stated)
    4	2	12	·	5	-0.3	6	0	-1	0
- Cc1nn(-c2ccccc2)c(C)c1NC(=O)COC(=O)c1cc(Cl)ccc1O
    -2	0	-6	1	-1	-0.1	0	-1	1	-1
- CC1(c2cccc(Br)c2)NC(=O)N(CC(=O)Nc2ccc3c(c2)OCO3)C1=O (configuration not stated)
    7	1	-6	-12	-10	0.0	4	-3	6	-1
- Cc1cc(=O)n2nc(N3CCCC(C(=O)Nc4cccc(C)c4C)C3)sc2n1 (configuration not stated)
    1	0	-6	·	-3	-1.5	-3	-1	1	-4

3 entries from above, ordered by molecular weight, high to low.
Results follow in this order: rCAG RNA binder	GC-A act	ARFGAP1 inhibitor	HTRA1 inhibitor	ASAP1 inh	PG9 Ab binder	mABHD4 FP	Rev-erbA mod	GC-B act	SMARCA2 act
- C[C@H](CO)N1C[C@H](C)[C@@H](CN(C)C(=O)Nc2ccccc2)Oc2c(NC(=O)C3CCCCC3)cccc2C1=O
    1	-1	-5	-2	6	0.2	1	-2	10	0
- Cn1ccnc1Sc1nc2ccccc2nc1NS(=O)(=O)c1ccccc1
    22	6	-5	4	-1	6.8	-2	-2	-3	0
- COc1ccc([N+](=O)[O-])cc1NC(=O)C(C)c1ccccc1 (configuration not stated)
    2	-3	-7	-8	12	0.1	-1	-4	0	1

(continued)
Results follow in this order: rCAG RNA binder	GC-A act	ARFGAP1 inhibitor	HTRA1 inhibitor	ASAP1 inh	PG9 Ab binder	mABHD4 FP	Rev-erbA mod	GC-B act	SMARCA2 act
- CCCc1nc2ccc(C)cn2c1Cc1ccc(C)cc1
    1	-10	-5	·	4	0.7	-3	0	-4	0
- COc1ccc(N2CCN(C(=O)Cc3ccc(Br)cc3)CC2)cc1
    15	4	3	-6	0	-2.0	-7	4	-8	1
- COC(=O)c1c(C(=O)OC)c(-c2ccc(Cl)cc2)n2c1CS(=O)(=O)C2
    -3	-5	4	·	7	-0.4	0	-4	-2	-2
- CCOC(=O)CSC1=C(C#N)C(c2ccc(C)cc2)C(C(=O)OC)C(=O)N1 (configuration not stated)
    -2	0	2	-2	1	-1.3	2	-4	6	-1
- O=S(=O)(Nc1ccc(S(=O)(=O)N2CCCCC2)cc1)c1cccs1
    11	-1	1	-5	-10	1.2	1	-1	-7	-3
- Cc1cc(C)c(-n2c(SCc3nc4ccccc4s3)n[nH]c2=O)c(C)c1
    -5	0	4	-10	-3	-0.3	-3	-4	-6	-4
- Cc1ccc(C(=O)NN2C(=O)C3C4c5ccccc5C(c5ccccc54)[C@@H]3C2=O)cc1 (some centres not stated)
    2	1	5	4	-11	-1.2	7	5	-6	0
- CCOC(=O)c1cc(CC)sc1NC(=O)CSc1nc2ccccc2c(=O)n1Cc1ccco1
    5	0	7	6	-9	-0.9	1	1	1	-3
- CC1CC(C)CN(C(=O)CSc2nc(N)cc(=O)[nH]2)C1 (configuration not stated)
    -1	·	-9	8	9	1.3	-1	·	·	-1
- COc1cc(/C=C2/NC(=O)N(c3cccc(Cl)c3)C2=O)ccc1O
    9	17	6	-3	12	-7.2	-1	-23	2	0
- Cn1c(CCN2CCCCC2)nc2cc(NC(=O)Nc3ccccc3)ccc21
    -4	1	11	-3	11	-1.2	7	6	0	2
- CCN1C(=O)S/C(=C/c2cn(C)c3ccccc23)C1=O
    3	0	2	-10	-11	-1.4	4	-8	4	0
- COc1cccc(-n2ccnc2SCC(=O)N2CCCc3ccccc32)c1
    -1	-9	-7	-5	-3	1.5	-2	-3	-9	-5
- Cc1occc1C(=O)N(C)CC1CCCN(CCc2ccccc2F)C1 (configuration not stated)
    -6	-3	-1	1	-5	0.8	0	6	-5	3
- COc1ccc2c(c1)[N+](C)(C)C(C)(C)C=C2C
    -2	-1	-4	3	5	-2.0	2	4	0	3
- O=C(COc1ccccc1)Nc1nc2c(s1)CCCC2
    -2	1	1	-12	4	1.0	1	2	3	3
- CCOC(=O)c1cnc2c(C)c(Cl)ccc2c1NCCCN1CCOCC1
    -4	10	6	-14	2	0.1	3	3	1	0

Compounds were not picked by outcome. Share with any hit: about 4.4%.
